12-LOX inh – Primary qHTS assay for inhibitors of human arachidonate 12S-lipoxygenase (ALOX12): Round 2. Polyunsaturated fatty acid lipoxygenase ALOX12 (Homo sapiens), P18054. purified 12hLO, xylenol orange hydroperoxide absorbance. Potency, µM (series often up to 108 µM), without a hit: top-dose activity change, negative = inhibition, actives largely listed as inhibitors. actives 1.1% (n = 580,000). AID 1671190, 2021; also: % is scaled to controls: 0 for no effect and ±100 for the full control effect
Target sequence (P18054 whole entry, looked up): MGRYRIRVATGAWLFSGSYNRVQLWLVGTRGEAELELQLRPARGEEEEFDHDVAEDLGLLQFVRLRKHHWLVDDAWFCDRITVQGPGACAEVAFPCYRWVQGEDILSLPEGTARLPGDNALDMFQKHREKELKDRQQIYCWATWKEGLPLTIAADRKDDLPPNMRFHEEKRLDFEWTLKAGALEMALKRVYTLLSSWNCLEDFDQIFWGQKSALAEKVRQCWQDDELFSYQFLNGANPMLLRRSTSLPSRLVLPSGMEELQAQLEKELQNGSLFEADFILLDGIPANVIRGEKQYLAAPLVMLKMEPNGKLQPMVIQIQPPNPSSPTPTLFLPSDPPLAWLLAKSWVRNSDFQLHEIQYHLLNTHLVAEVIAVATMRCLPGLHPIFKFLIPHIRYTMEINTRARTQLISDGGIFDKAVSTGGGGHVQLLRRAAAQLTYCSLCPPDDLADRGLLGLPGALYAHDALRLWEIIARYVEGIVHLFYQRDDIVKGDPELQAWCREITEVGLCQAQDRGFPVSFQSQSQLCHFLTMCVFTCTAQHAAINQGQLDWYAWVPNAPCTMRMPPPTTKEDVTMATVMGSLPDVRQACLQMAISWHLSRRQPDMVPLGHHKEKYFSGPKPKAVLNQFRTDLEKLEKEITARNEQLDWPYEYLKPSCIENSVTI
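Purified human 12hLO (150 nM final) in 25 mM Hepes, 0.01% Triton X-100, pH 7.0 was preincubated 15 min at room temperature with compound. Then 40 uM arachidonic acid was added, 30 min. Hydroperoxide was read by Fe-XO absorbance ratio 573/405 nm.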
IDH1 R132H inh – qHTS for Inhibitors of mutant isocitrate dehydrogenase 1 (IDH1): qHTS. Potency, µM (highest dose often 76.6 µM), without a hit: at the highest dose activity change, negative = inhibition, actives largely listed as inhibitors. Isocitrate dehydrogenase [NADP] cytoplasmic (Homo sapiens), O75874. actives 0.093% (n = 390,000). IDH1-R132H enzyme, NADPH consumption, diaphorase/resazurin fluorescence; also: % is scaled to controls: 0 for no effect and ±100 for the full control effect; nearly all actives have a fitted effect of over 65% in size
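IDH1-R132H (0.5 ug/mL) preincubated 30 min with compound, then NADPH (0.016 mM) and alpha-KG (2 mM) added; 80 min at RT, pH 7.5. Remaining NADPH coupled via diaphorase/resazurin to fluorescence (540/590 nm); concentration-response curves normalized to no-enzyme control.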
Vif-APOBEC3G blk – qHTS for Inhibitors of Vif-A3G Interactions: qHTS; DNA dC->dU-editing enzyme APOBEC-3G (Homo sapiens), Q9HC16; HeLa A3G-eYFP + Vif (tagged APOBEC3G with the HIV-1 protein that degrades it), YFP fluorescence, overnight; Potency, µM (doses to about 46.1 µM), for inactives: at the highest dose activity, negative = active, most hits filed as inhibitors; actives 0.076% (n = 410,000); AID 602310, 2012;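 also: % is scaled to controls: 0 for no effect and ±100 for the full control effect; nearly all actives have a fitted effect of over 60% in size; hits raise eYFP signal because A3G escapes Vif-driven loss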
Target sequence (Q9HC16 whole entry, looked up): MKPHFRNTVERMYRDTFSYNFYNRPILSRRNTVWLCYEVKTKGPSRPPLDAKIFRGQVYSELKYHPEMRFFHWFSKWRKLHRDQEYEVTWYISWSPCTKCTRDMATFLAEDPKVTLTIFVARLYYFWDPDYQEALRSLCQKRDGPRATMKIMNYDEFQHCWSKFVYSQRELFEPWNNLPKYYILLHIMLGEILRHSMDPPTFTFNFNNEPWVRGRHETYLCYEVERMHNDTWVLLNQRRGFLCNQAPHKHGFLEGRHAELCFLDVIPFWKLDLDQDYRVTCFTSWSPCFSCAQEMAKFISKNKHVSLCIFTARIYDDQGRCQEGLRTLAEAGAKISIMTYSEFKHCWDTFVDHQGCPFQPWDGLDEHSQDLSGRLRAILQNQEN
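HeLa cells stably expressing Vif and C-terminally eYFP-tagged A3G, seeded overnight at 37 deg C, then exposed to compound by pintool overnight at 37 deg C. Rise in yellow fluorescence (Ex 488/Em 500-530, Acumen) marks blocked Vif-driven A3G degradation.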
RXFP1 agonist – qHTS Assay for Agonists of the Relaxin Receptor RXFP1. Relaxin receptor 1 (Homo sapiens), Q9HBX9. HEK293T-RXFP1 cAMP TR-FRET, 30 min; response scale: percent of porcine relaxin response, buffer zero. Potency, µM (doses to about 57.5 µM), for the others: at the highest dose activation, usual class: activators. actives 0.3% (n = 370,000). AID 2676, 2010; also: % is scaled to controls: 0 for no effect and ±100 for the full control effect; nearly all actives have a fitted effect of over 60% in size; many of its hits are not listed in these tables
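HEK293 cells stably expressing RXFP1, treated 30 min at 37C with compounds plus PDE4 inhibitor Ro 20174; cAMP measured by HTRF TR-FRET. Normalized to buffer and 29 nM porcine relaxin; EC50 by Hill fit.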
Vif-A3F inh – qHTS for Inhibitors of Vif-A3F Interactions: qHTS. Potency, µM (highest dose often 46.1 µM), for inactives: at the highest dose activity, negative = active. actives 0.2% (n = 390,000). HeLa A3F-eYFP + Vif (tagged APOBEC3F with the HIV-1 protein that degrades it), YFP fluorescence increase. AID 602313, 2012; also: % of control where 0% means no effect; nearly all actives have a fitted effect of over 65% in size
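HeLa cells stably expressing A3F-eYFP plus Vif, plated and incubated overnight at 37 deg C, then exposed to compounds overnight at 37 deg C. Blocked degradation read as raised yellow fluorescence (Ex 488/Em 500-530).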
RGS4 inh – Inhibitors of Regulator of G Protein Signaling (RGS) 4: qHTS; Regulator of G-protein signaling 4 (Homo sapiens), P49798; Transcreener GDP fluorescence polarization, RGS4-accelerated GTP hydrolysis; Potency, µM (top dose mostly 114 µM), inactives show top-dose activity change, negative = inhibition, hits mostly inhibitors; actives 0.039% (n = 390,000); also: % is scaled to controls: 0 for no effect and ±100 for the full control effect; nearly all actives have a fitted effect of over 75% in size; some results filed as inactive show a strong effect at the top dose
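MLSMR compounds (23 nl, pin-transferred) preincubated 10 min at room temperature with a 500nM (2x) first reagent, then RGS4 at 900nM (2x) plus Transcreener GDP mix added; fluorescence polarization (620/688 nm) read before and after 90 min at 30 °C.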
TrxR1 substrate – qHTS Assay for Substrates of Mammalian Selenoprotein Thioredoxin Reductase 1 (TrxR1): qHTS | Thioredoxin reductase 1, cytoplasmic (Rattus norvegicus), O89049 | purified TrxR1 substrate turnover, NADPH consumption readout | Potency, µM (doses to about 114 µM), inactives show at the highest dose activity change, negative = substrate turnover | actives 0.01% (n = 390,000) | AID 588456, 2011; also: % is scaled to controls: 0 for no effect and ±100 for the full control effect; nearly all actives have a fitted effect of over 50% in size
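Rat TrxR1, dispensed at 90 nM, was prereduced with 400 uM NADPH (final) for 5 min at ~22 deg C, then incubated with compound 15 min before 400 uM selenite. A first-read NADPH fluorescence drop versus no-compound background flagged substrates.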
USP1 inh – Inhibitors of USP1/UAF1: Primary Screen; Potency, µM (highest dose often 57.1 µM), inactives show at the top dose activity change, negative = inhibition, usual class: inhibitors; actives 0.23% (n = 390,000); recombinant USP1/UAF1, Ub-Rhodamine cleavage fluorescence; also: % is scaled to controls: 0 for no effect and ±100 for the full control effect; nearly all actives have a fitted effect of over 60% in size; inactives centre near -12
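In this screen, compounds sit with the deubiquitinase complex (1nM) for 15 min at room temperature before Ub-Rho is added at 150nM final. Fluorescence rise is then followed for 6 reads every 60 seconds.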
TrxR1 inh – qHTS Assay for Inhibitors of Mammalian Selenoprotein Thioredoxin Reductase 1 (TrxR1): qHTS | recombinant rTrxR1, NADPH fluorescence consumption, selenite substrate | Potency, µM (series often up to 114 µM), inactives show top-dose activity change, negative = inhibition, usual class: inhibitors | actives 1% (n = 390,000) | AID 588453, 2011; also: % is scaled to controls: 0 for no effect and ±100 for the full control effect; nearly all actives have a fitted effect of over 65% in size
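Rat TrxR1 (90 nM in the dispensed reagent) was pre-reduced with 400 uM NADPH for 5 min at room temperature, then incubated with compound for 15 min. After 400 uM selenite was added, NADPH fluorescence (Ex 340/Em 450 nm) was followed for 8 min.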
* hit, by the source's call; & = joins results of further samples; [ ] = another dose, or the depositor's remark. Calls follow the shape of the dose curve; as a rule, active = well fitted curve in the direction sought with a large enough effect; inconclusive = small, poorly fitted or top-dose-only effect, or another doubt; inactive = no such curve, though single readings can be large; an effect the other way counts as inactive or inconclusive. Potency is read from the fitted curve at half-maximal effect. A portion of the library, so the mix of outcomes need not match the whole.

Screening O=[N+]([O-])c1cccnc1Oc1ccc(OCc2ccccc2)cc1 returned 12-LOX inh 7.6%, IDH1 R132H inh 2.4%, Vif-APOBEC3G blk -6.2%, RXFP1 agonist 5.9%, Vif-A3F inh 4.4%, RGS4 inh -14.0%, TrxR1 substrate 7.5%, USP1 inh -26.9% and TrxR1 inh 36.9%.
Screening CCCCS(=O)c1snnc1C (stereo not given) returned 12-LOX inh -16.5%, IDH1 R132H inh -4.6%, Vif-APOBEC3G blk 0.0%, RXFP1 agonist 0.0%, Vif-A3F inh 2.7%, RGS4 inh -28.7%, TrxR1 substrate 9.1%[57.1 µM], USP1 inh -18.6% and TrxR1 inh 18.4%[57.1 µM].
Cc1ccc(C(F)(F)F)cc1NC(N)=S was read as 12-LOX inh -14.0%, IDH1 R132H inh -6.9%, Vif-APOBEC3G blk 2.0%, RXFP1 agonist 5.1%, Vif-A3F inh -1.6%, RGS4 inh -6.6%, TrxR1 substrate 1.1%, USP1 inh -9.5% and TrxR1 inh 13.3%.
Cn1c(CNC(=O)c2ccc(Cl)c(Cl)c2)nnc1SCC(=O)Nc1sc2c(c1C#N)CCCC2 was read as 12-LOX inh -5.9%, IDH1 R132H inh -4.8%, Vif-APOBEC3G blk -1.0%, RXFP1 agonist 4.2%, Vif-A3F inh -6.6%, RGS4 inh inconclusive, TrxR1 substrate -3.1%, USP1 inh -18.4% and TrxR1 inh -7.0%.
`CC(/C=C/c1ccc(OCc2ccccc2)cc1)=N\O` gave 12-LOX inh 4.6%, IDH1 R132H inh 7.2%, Vif-APOBEC3G blk -6.5%, RXFP1 agonist -1.4%, Vif-A3F inh 6.8%, RGS4 inh -24.9%, TrxR1 substrate 4.6%, USP1 inh -8.3% and TrxR1 inh 22.6%[0.0914 µM].
C=CCc1cccc(CNc2nc3ccccc3n2C)c1O was read as 12-LOX inh 31.6µM*, IDH1 R132H inh 1.3%, Vif-APOBEC3G blk 1.8%, RXFP1 agonist -0.5%, Vif-A3F inh 0.1%, RGS4 inh 0.9%, TrxR1 substrate -12.0%, USP1 inh -27.7% and TrxR1 inh -3.5%.
`COc1ccccc1/C=C/C(=O)Nc1cccc(S(=O)(=O)NC2=NCCCCC2)c1` gave 12-LOX inh 0.7%, IDH1 R132H inh 5.6%, Vif-APOBEC3G blk -1.8%, RXFP1 agonist 0.7%, Vif-A3F inh 1.7%, RGS4 inh 3.8%, TrxR1 substrate 5.2%[11.4 µM], USP1 inh -24.4% and TrxR1 inh 15.6%[11.4 µM].
O=C(NC1CCCCNC1=O)c1ccco1 (stereo not given) was read as 12-LOX inh inconclusive, IDH1 R132H inh -0.8%, Vif-APOBEC3G blk -2.6%, RXFP1 agonist 7.9%, Vif-A3F inh -0.9%, RGS4 inh 2.7%, TrxR1 substrate 12.6%[57.1 µM], USP1 inh inconclusive and TrxR1 inh 7.9%[57.1 µM].
For CCCCCC(=O)N1CCN(CCN=CC2=C(O)CC(c3ccc(OC)c(OC)c3)CC2=O)CC1 (stereo not given) the results were 12-LOX inh -4.5%&21.7%, IDH1 R132H inh 7.6%&-1.0%, Vif-APOBEC3G blk 1.1%&-0.4%, RXFP1 agonist 1.4%, Vif-A3F inh 1.4%&3.1%, RGS4 inh 0.9%&-6.2%, TrxR1 substrate -2.6%[11.4 µM], USP1 inh -12.0%&3.2% and TrxR1 inh inconclusive.
Screening O=C(NCCC1=CCCCC1)C1CCN(S(=O)(=O)N2CCCC2)CC1 returned 12-LOX inh -7.9%, IDH1 R132H inh -3.5%, Vif-APOBEC3G blk 2.0%, RXFP1 agonist -0.3%, Vif-A3F inh 0.0%, RGS4 inh 5.0%, TrxR1 substrate 4.6%, USP1 inh -21.1% and TrxR1 inh 15.6%.
For Cc1cccc(S(=O)(=O)N/N=c2\sc3ccccc3n2C)c1 the results were 12-LOX inh -9.9%, IDH1 R132H inh -2.2%, Vif-APOBEC3G blk -1.0%, RXFP1 agonist -0.3%, Vif-A3F inh -1.3%, RGS4 inh -7.7%, TrxR1 substrate -3.0%, USP1 inh -8.3% and TrxR1 inh 12.1%.
`O=C1CCC(C(=O)OCC(=O)C23CC4CC(CC(C4)C2)C3)N1` (stereo not given) gave 12-LOX inh 21.0%, IDH1 R132H inh 3.3%, Vif-APOBEC3G blk 0.4%, RXFP1 agonist 0.7%, Vif-A3F inh 0.6%, RGS4 inh 5.8%[11.4 µM], TrxR1 substrate -10.1%, USP1 inh -9.3% and TrxR1 inh 15.6%[57.1 µM].
`COc1ccc(CNC(=O)Cc2ccc(-c3ccccc3)cc2)cc1OC` gave 12-LOX inh -5.6%, IDH1 R132H inh -7.1%, Vif-APOBEC3G blk inconclusive, RXFP1 agonist 1.9%, Vif-A3F inh 18.8%, RGS4 inh -2.9%, TrxR1 substrate -3.8%, USP1 inh -15.9% and TrxR1 inh 3.6%.
CCNCc1ccc(OCc2cccs2)c(OCC)c1 was read as 12-LOX inh 4.8%, IDH1 R132H inh -6.3%, Vif-APOBEC3G blk 0.6%, RXFP1 agonist -0.8%, Vif-A3F inh 6.7%, RGS4 inh 14.5%, TrxR1 substrate -7.9%, USP1 inh 2.8% and TrxR1 inh -1.2%.
Screening CC(C)C[C@H]1CNC(=S)N1CC1CCCN1C[C@H](Cc1ccc(O)cc1)N1C[C@H](Cc2ccccc2)N(CC2CCCCCC2)C1=S (stereo not given in full) returned 12-LOX inh inconclusive, IDH1 R132H inh -1.5%, Vif-APOBEC3G blk 0.9%, Vif-A3F inh 5.0%, RGS4 inh -15.0%, TrxR1 substrate 4.2%, USP1 inh -19.1% and TrxR1 inh 17.1%.
Cc1cccc(OCC(=O)NNC(=O)CSc2ncc(C#N)c(N)n2)c1 was read as 12-LOX inh -21.6%, IDH1 R132H inh -0.3%, Vif-APOBEC3G blk 0.9%, RXFP1 agonist 4.1%, Vif-A3F inh -4.4%, RGS4 inh 19.8%, TrxR1 substrate 4.2%[57.1 µM], USP1 inh -12.7% and TrxR1 inh 2.8%[57.1 µM].
COc1ccccc1NC(=O)COc1ccc(C(=O)NCC2CCCO2)cc1OC (stereo not given) was read as 12-LOX inh 25.1%, IDH1 R132H inh -7.9%, Vif-APOBEC3G blk -1.3%, Vif-A3F inh 0.4%, RGS4 inh 9.1%, TrxR1 substrate 0.7%, USP1 inh -14.8% and TrxR1 inh 26.2%.
`COc1ccc(CN2CCN(Cc3ccc(C(F)(F)F)cc3)CC2)c(OC)c1` gave 12-LOX inh -62.3%, IDH1 R132H inh 14.4%, Vif-APOBEC3G blk -0.1%, RXFP1 agonist 5.5%, Vif-A3F inh 3.6%, RGS4 inh -14.1%, TrxR1 substrate -0.6%, USP1 inh -22.4% and TrxR1 inh 8.3%.
COc1cc2c(Nc3ccc(NC(=O)c4ccccc4)cc3)ncnc2cc1OCCCN1CCOCC1 was read as 12-LOX inh 12.4%, Vif-APOBEC3G blk -1.1%, TrxR1 substrate -8.6% and TrxR1 inh 17.7%[0.0914 µM].
For Cc1cc(C(=O)NC2CCC(C)CC2)c(C)o1 (stereo not given) the results were 12-LOX inh 2.3%, IDH1 R132H inh -7.4%, Vif-APOBEC3G blk 4.7%, RXFP1 agonist -1.2%, Vif-A3F inh 2.9%, RGS4 inh -5.3%, TrxR1 substrate -4.2%, USP1 inh -23.2% and TrxR1 inh -3.1%.
Screening O=C(Cn1c2[n+](c3ccc(C(F)(F)F)cc31)CCCCC2)Nc1ccccc1 returned 12-LOX inh inconclusive, IDH1 R132H inh 7.2%, Vif-APOBEC3G blk 0.7%, RXFP1 agonist -0.4%, Vif-A3F inh 0.7%, RGS4 inh -52.4%, TrxR1 substrate -1.5%[11.4 µM], USP1 inh -9.7% and TrxR1 inh 5.1%.
O=C(NCc1ccc(F)cc1)C(=O)NCC(c1ccco1)N1CCOCC1 (stereo not given) was read as 12-LOX inh 2.6%, IDH1 R132H inh -4.6%, Vif-APOBEC3G blk 6.8%, RXFP1 agonist 2.5%, Vif-A3F inh -10.9%, RGS4 inh 24.4%[11.4 µM], TrxR1 substrate 5.2%, USP1 inh 1.5% and TrxR1 inh 31.9%[activator].
